PriA SSB inh – K. pneumoniae PriA-SSBct interaction inhibition | inhibition, % at 33 µM | AlphaScreen SSBct-PriA binding, biotinylated peptide | hit rate 0.6% among 430,000; in the data active = inhibition mostly above about 37%, no sharp cut-off; inactive = mostly below about 20%;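 also: plate controls were negative control peptide for no effect and reference peptide for full effect; strong numbers were not always called active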
* = called active by the depositor; & = joins results of further samples.

Start of the listing, in advance (7 entries):
SMILES	PriA SSB inh
O=C(c1cc(-c2cccnc2)on1)N1CCN(c2ccc(-n3cncn3)nn2)CC1	2
COc1ccc(N2CCN(C(=O)c3cc4nc(C)ccc4o3)CC2)cc1	11
O=C(Cn1c(=O)oc2ccccc21)NCCn1nc(-c2cccs2)n(C2CC2)c1=O	-6
CCc1ccccc1NC(=O)NCCNc1cc(-n2cccn2)nc(C)n1	-27
CCS(=O)(=O)c1ccccc1C(=O)Nc1nccs1	-2
O=C(Cn1c(=O)n(Cc2ccc(F)cc2)c(=O)c2sccc21)c1ccc(F)cc1	-13
CCc1ccc(-n2c(=O)c3ccccc3n(Cc3nc(-c4ccc(SC)cc4)no3)c2=O)cc1	2

Results (from the top)
SMILES	PriA SSB inh
O=C(c1cc(-c2cccnc2)on1)N1CCN(c2ccc(-n3cncn3)nn2)CC1	2
COc1ccc(N2CCN(C(=O)c3cc4nc(C)ccc4o3)CC2)cc1	11
O=C(Cn1c(=O)oc2ccccc21)NCCn1nc(-c2cccs2)n(C2CC2)c1=O	-6
CCc1ccccc1NC(=O)NCCNc1cc(-n2cccn2)nc(C)n1	-27
CCS(=O)(=O)c1ccccc1C(=O)Nc1nccs1	-2
O=C(Cn1c(=O)n(Cc2ccc(F)cc2)c(=O)c2sccc21)c1ccc(F)cc1	-13
CCc1ccc(-n2c(=O)c3ccccc3n(Cc3nc(-c4ccc(SC)cc4)no3)c2=O)cc1	2
CCOCC(=O)Nc1ccccc1-c1cn2ccccc2n1	-9
O=C(CCc1ccc(-c2ccc(Cl)cc2)o1)Nc1ccccc1F	-12
CSc1ccc(C2N(c3ccccc3)CCN2c2ccccc2)cc1	3&4
CC(C)CNC(=O)C(=O)Nc1ccccc1F	4
CCOc1cc(C=NN=C2NC(=O)C(CC(=O)O)S2)ccc1OCc1ccc(Cl)cc1 (stereo not given)	-5

A second format for some results above.
smiles | PriA SSB inh
O=C(Cn1c(=O)n(Cc2ccc(F)cc2)c(=O)c2sccc21)c1ccc(F)cc1 | -13
CCc1ccc(-n2c(=O)c3ccccc3n(Cc3nc(-c4ccc(SC)cc4)no3)c2=O)cc1 | 2

(further entries)
SMILES	PriA SSB inh
CCOCC(=O)NCCn1ccn2nccc12	-22
O=C(Nc1nnc(-c2ccc(Br)cc2)o1)c1ccc([N+](=O)[O-])s1	-11
O=S(=O)(Cc1ccc(Cl)cc1)N1CCCC(Cc2nc(-c3ccsc3)no2)C1 (stereo not given)	-6
O=C(Nc1nnc(-c2ccccn2)o1)c1ccccc1F	-15
CCOc1ccc(S(=O)(=O)Nc2cc(N3CCN(c4ccccc4)CC3)ncn2)cc1	-2
Cc1noc(C)c1CC(=O)NCCSC1CCOCC1	-9
Cc1ccc(C=NNC(=O)c2ccccc2OCc2cccc(Br)c2)o1	-12
NS(=O)(=O)c1ccc(NC(=O)CSc2nc3scc(-c4ccc(F)cc4)c3c(=O)n2-c2ccccc2)cc1	-4
COc1cc(N=Cc2sc(=S)n(CC(=O)O)c2O)cc(OC)c1	-9
O=[N+]([O-])c1cc(Br)c(O)c(C=NNc2nc3ccccc3s2)c1	7
CC(C)n1c(SCc2nc(-c3ccc(Br)cc3)no2)nc2ccccc2c1=O	-17
COc1ccc(NC(=O)CN2CCN(Cc3nc4ccccc4n3Cc3ccccc3)CC2)c(OC)c1	10
Cc1cccc(CC(=O)Nc2ccc3c(c2)CC(=O)N3)c1	5
Cc1cc(OC2CCN(C(=O)c3cc(=O)c4ccccc4o3)CC2)cc(=O)n1C	-11
Brc1c(-c2ccccc2)nc2n1CCC2	57*
O=C(/C=C/c1ccc(Cl)cc1Cl)C1=C(O)c2ccccc2C1=O	5
Cc1c(Cl)cccc1-n1nnc(-c2nsc(NC(=O)c3cccs3)n2)c1C	-26
O=C(NC1CC(O)C(CO)C1)c1cnn(-c2ccccc2)n1 (stereo not given)	0
Cc1c(Cl)cccc1NC(=O)CCC(=O)NN=Cc1ccco1	-19
COc1ccc(-c2nnc(NC(=O)c3cc(Cl)cc(Cl)c3)o2)c(OC)c1	-10
Cc1noc(C)c1S(=O)(=O)NCC1CCN(C(=O)c2ccoc2)CC1	-11
CC(C)Cc1ccc(-c2ccc(=O)n(CC(=O)NCCC3=CCCCC3)n2)cc1	-17
NC(=O)Cn1c(=O)oc(=O)c2cc(Cl)ccc21	8
COc1cc(N2CCN(C(=O)c3ccc(Cl)cc3Cl)CC2)nc(OC)n1	-7
Cc1cc2c(C)nc(NN=Cc3ccc([N+](=O)[O-])cc3)nc2o1	-7
O=C(c1c(F)cccc1Cl)N1CCC(Cc2n[nH]c(=O)n2-c2ccccc2F)CC1	5
O=C(c1ccsc1)c1ccc(CNC(=O)C2c3ccccc3Oc3ccccc32)s1	11
O=C(Cn1c(=O)n(-c2ccc(CC(=O)NC3CC3)cc2)c(=O)c2ccccc21)Nc1ccc2c(c1)OCO2	-9
COc1ccc(OCC(=O)NN=C(C)CC(=O)Nc2ccc(NC(C)=O)cc2)cc1	-8
CCCc1nnsc1C(=O)NCC#CCOc1ccccc1OC	-17
CCOc1cccc(-c2c(C(=O)NN=Cc3ccncc3)nnn2-c2nonc2N)c1	10
Cn1nc(CNC(=O)CN2C(=O)CCC2=O)cc1C1CC1	17
Cc1ccc(N(C)S(=O)(=O)c2c(-c3ccccc3)csc2C(N)=O)cc1	-14
Cc1cccc(NC(=O)c2csc(Nc3ccccc3)n2)c1C	-7&-4
COc1ccc(CCC(=O)NCC2(O)CCCC2)cc1	-12
Oc1c(C(c2ccc(F)cc2)N2CCN(c3cccc(Cl)c3)CC2)sc2nc(-c3ccco3)nn12 (stereo not given)	23
COc1ccc(C(=O)NC2c3ccccc3-c3ccccc32)cc1OC	-13
O=S(=O)(c1ccccc1F)N1CCN(CC(O)c2ccco2)CC1 (stereo not given)	-5
CCOC(=O)N1CCN(C(=O)CSc2cn(CCNC(=O)c3c(F)cccc3F)c3ccccc23)CC1	-5&4
O=C(CC1SC(=NCCc2ccccc2)N(N=Cc2cccs2)C1=O)Nc1ccc(Cl)cc1 (stereo not given)	2
COc1ccc2c(C)cc(SCC(=O)NCCc3ccc(OC)c(OC)c3)nc2c1	0
CCN(CC)S(=O)(=O)c1ccc2c3c(cccc13)C(=O)N2C(=O)c1cccs1	2
Cc1cc(C)cc(NS(=O)(=O)c2ccc3c(c2)OCCCO3)c1	5
Cc1nn(C2CCS(=O)(=O)C2)c2nc(-c3ccccc3)cc(C(=O)NCCCN3CCCC3=O)c12 (stereo not given)	0
O=C(NCc1ccc2c(c1)OCO2)c1c(O)c2cccnc2[nH]c1=O	-6
COc1cccc2cc(C(=O)Nc3nc4c(s3)C(=O)NCCC4)oc12	-1
CC(=NNC(=O)NC1CCCCC1)c1ccco1	-4
O=S(=O)(NCc1cc(C2CC2)n(C2CCCC2)n1)c1ccc2c(c1)CCO2	-3
CCOc1ccc(S(=O)(=O)N2CCCC(c3nnc(Cc4ccc(F)cc4)o3)C2)cc1 (stereo not given)	8
O=C(NN=Cc1cccc(O)c1)c1ccc(COc2ccc3c(c2)CCC3)o1	22
Cn1nc(-c2ccc(F)cc2)cc1C(=O)N1CCC2(CC1)OCCN2S(=O)(=O)c1ccccc1	-5
COc1ccc2cc(C(=O)NC3CC(O)C(CO)C3)[nH]c2c1 (stereo not given)	-12
CC1CNc2ccccc2N(Cc2ccc(Br)cc2)C1=O (stereo not given)	2
Cn1cc(S(=O)(=O)N2CCCN(C(=O)c3ccco3)CC2)cn1	-23
COC(=O)c1ccc(NC(=O)c2coc(NC(=O)c3cc(C)on3)n2)cc1	-7
N#C/C(=C\c1ccc(-c2ccccc2Cl)o1)C(=O)c1c[nH]c2ccccc12	13
COc1ccc(NC(=O)C(=O)NCC(=O)N2CCOC(c3ccccc3)C2)cc1OC (stereo not given)	-11
Cc1[nH]c(=O)[nH]c(=O)c1CCc1nnc(SCC(=O)c2ccc(F)cc2)o1	-4
O=C(NN=C1SCC(=O)N1Cc1ccco1)c1ccccc1F	-2
CCOC(=O)CNC(=O)CSc1nc2c(cnn2CCO)c(=O)[nH]1	-8

Arranged by heavy-atom count (lowest first): 3 of the compounds above
SMILES	PriA SSB inh
CC1CNc2ccccc2N(Cc2ccc(Br)cc2)C1=O (stereo not given)	2
CCOC(=O)CNC(=O)CSc1nc2c(cnn2CCO)c(=O)[nH]1	-8
Cc1[nH]c(=O)[nH]c(=O)c1CCc1nnc(SCC(=O)c2ccc(F)cc2)o1	-4

More records.
SMILES	PriA SSB inh
O=C(NCc1nn(C2CCCC2)c2c1COCC2)c1nc2ccccc2s1	4
CCOC(=O)C1=C(N)Oc2c(c(=O)oc3ccccc23)C1c1ccccc1F (stereo not given)	-3
Cc1ccc(OC2CCN(C(=O)Nc3c(F)cccc3F)CC2)nn1	-6
COC(=O)c1ccc(NC(=O)CN2CC(=O)Oc3ccccc32)cc1	45*
Cc1cc(O)cc(=O)n1CC1CCCO1 (stereo not given)	-4
N#Cc1c(Nc2ccccc2)c(/C=N\N=C/c2cccnc2)c[nH]c1=O	-9
Cn1cccc(C(=O)NCC(C)(O)c2cc3ccccc3o2)c1=O (stereo not given)	0
O=C(COc1ccccc1F)NCc1cc(-c2cccs2)on1	-14
O=C(NCCn1nc(-c2ccco2)n(C2CC2)c1=O)c1ccc(Cn2ccnc2)cc1	-8
CC(O)(CNC(=O)Nc1ccccc1Cl)c1cc2ccccc2s1 (stereo not given)	8
Cc1ccccc1Cn1nc(C2CC2)c2cnn(-c3ccccc3)c2c1=O	-8
O=c1c(-c2ccccc2)c(C(F)(F)F)oc2c3c(ccc12)OCN(CC1CCCO1)C3 (stereo not given)	2
COc1ccccc1C=NNC(=O)c1ccc(N(C)S(=O)(=O)c2ccccc2)cc1	-7
O=C(Nc1nnc(-c2ccc(Br)cc2)o1)c1ccc(N2C(=O)CCC2=O)cc1	7
CS(=O)(=O)c1cccc(-c2nnc(NC(=O)c3cc(Cl)sc3Cl)o2)c1	-9
Cc1cc(OC(NC(=O)c2ccccc2)C(=O)c2ccccc2)nc(SCc2ccccc2)n1 (stereo not given)	10
O=C(CCS(=O)(=O)c1ccc(F)cc1)Nc1nnc(-c2ccc(Br)s2)o1	1
O=C(Nc1cnn([C@H]2CCOC2)c1)c1ccccc1Br	-6
COc1ccc(S(=O)(=O)NCCCn2nc(-c3cccs3)ccc2=O)cc1OC	-4
Cc1nc(-c2ccccc2NC(=O)CSCc2ccccc2)cs1	-27
O=S(=O)(c1ccc(F)c(Cl)c1)N1CCN(C(c2ccccc2)c2ccccc2)CC1	-12
C/C(C=Nn1c(C2CCCCC2)n[nH]c1=S)=C\c1ccccc1	11
N#C/C(=C\Nc1cc(Cl)ccc1Cl)c1nc(-c2ccccc2)cs1	-4
COc1ccc(-c2ccc(=O)n(CCCNS(=O)(=O)c3ccc(F)cc3F)n2)cc1	-6
COc1ccc(C(=O)N2CCCCC(c3ccc(Cl)cc3)C2)c(OC)c1 (stereo not given)	-5
FC(F)(F)c1cccc(C=NNC(=S)NC2CCCCC2)c1	-2
O=C(NCc1ccc([C@H](O)c2ccccc2)s1)C1(c2cccs2)CCCC1	-3
CC1=NN(c2ccccc2)C(=O)C1C(=O)c1ccc(C(F)(F)F)cc1 (stereo not given)	-15
CN(C)CC1CSCCCN1C(=O)CCn1ccc(=O)[nH]c1=O (stereo not given)	-1
CC(C)c1nnc(C2CCN(C(=O)c3cnn(-c4ccccc4)n3)CC2)o1	-24
CO[C@@]1(CNC(=O)C(=O)Nc2ccc(C)c(F)c2)CCSC1	-7
Cc1noc([C@@H]2CCCN2S(=O)(=O)c2ccc3c(c2)CCCC3)n1	-13
COc1ccc(S(=O)(=O)C2CN(C(=O)c3ccc(S(=O)(=O)N(C)C)cc3)C2)cc1	-12
CS(=O)(=O)c1ccc(N2CCC(Cc3ccccc3)CC2)c([N+](=O)[O-])c1	41*
CS(=O)(=O)NCCN1CCN(c2ccc(F)cc2)CC1	6
COc1cccc(NC(=O)C(=O)NN=C(C)CC(=O)Nc2ccc(NC(C)=O)cc2)c1	-1

Some values from the results shown.
`Cc1noc([C@@H]2CCCN2S(=O)(=O)c2ccc3c(c2)CCCC3)n1` @ PriA SSB inh: -13
`COc1ccc(S(=O)(=O)C2CN(C(=O)c3ccc(S(=O)(=O)N(C)C)cc3)C2)cc1` @ PriA SSB inh: -12
`CO[C@@]1(CNC(=O)C(=O)Nc2ccc(C)c(F)c2)CCSC1` @ PriA SSB inh: -7
`FC(F)(F)c1cccc(C=NNC(=S)NC2CCCCC2)c1` @ PriA SSB inh: -2
`CS(=O)(=O)NCCN1CCN(c2ccc(F)cc2)CC1` @ PriA SSB inh: 6

(further entries)
SMILES	PriA SSB inh
O=C(/C=C/c1ccc([N+](=O)[O-])cc1)Nc1nnc(C2=COCCO2)o1	-4
Cc1ccsc1C=NNC(=O)CNC(=O)c1ccc(S(=O)(=O)N2CCOCC2)cc1	3
Cc1csc(C(=O)Nc2cnc3cc(C)nn3c2)c1	-20
COc1ccccc1C1=NN(C(=O)c2onc(-c3ccccc3Cl)c2C)C(c2ccco2)C1 (stereo not given)	-3
Cc1cc(S(=O)(=O)C(CNC(=O)c2c(F)cccc2Cl)c2cccs2)ccc1F (stereo not given)	8
Cc1ccc(-c2cn3cccnc3n2)cc1NC(=O)c1ccccc1Br	2
COc1cc([C@H]2C(C(=O)OCc3ccccc3)=C(C)Nc3ncnn32)ccc1OCc1ccccc1	-13
COc1cc(C)c(C)cc1S(=O)(=O)Oc1ccccc1Cl	-26
CN(C)c1ccnc(CNC(=O)c2ccc(F)cc2Cl)n1	5
O=C(Nc1ccccc1OC(F)(F)F)c1cccc(Oc2ccccn2)c1	-32
O=C(CSC1CCCC1)NCCSC1CCOCC1	-6
Cc1cc(NC(=O)Cc2ccc(S(C)(=O)=O)cc2)n(C)n1	8
CCCCCOC(=O)c1c(C)oc2ccc(NS(=O)(=O)c3cccs3)cc12	1
COC(=O)c1ccc(C(=O)Nc2ccc3c(c2)C(=O)N(C)C3=O)cc1	-1&0
Cc1cc(-c2ccncc2)nn1CCNC(=O)c1cn(C)nn1	0
O=S(=O)(c1ccc(Br)cc1)N1CCN(Cc2c(O)ccc3ccccc23)CC1	-19
O=C(NCC#CCOc1cccc(C(F)(F)F)c1)c1ccncc1	-20
CC(C)CCN1C(=O)C(C)(C)COc2ccc(NS(=O)(=O)Cc3ccccc3Cl)cc21	-13
CC(=O)N1N=C(c2cccs2)CC1c1cc2ccccc2[nH]c1=O (stereo not given)	4
O=S(=O)(C1CC1)N1CCC(Oc2ncccc2Cl)CC1	-7
CCS(=O)(=O)N1CCCc2cc(NS(=O)(=O)c3ccccc3Cl)ccc21	1

These rows are one share of the data, so the mix of outcomes need not match the whole.
